Source: PubChem BioAssay
D3 ag: qHTS of D3 Dopamine Receptor Agonist: qHTS; D3R DiscoveRx beta-arrestin cells, luminescence, 90 min; AID 652048, 2013; max activation, %; 0.58% of 410,000 active; in the data active = max activation above about 30%; note: 0% is about no effect; mostly tested at two doses, the higher about 12 µM
Target sequence (P35462 whole entry, looked up): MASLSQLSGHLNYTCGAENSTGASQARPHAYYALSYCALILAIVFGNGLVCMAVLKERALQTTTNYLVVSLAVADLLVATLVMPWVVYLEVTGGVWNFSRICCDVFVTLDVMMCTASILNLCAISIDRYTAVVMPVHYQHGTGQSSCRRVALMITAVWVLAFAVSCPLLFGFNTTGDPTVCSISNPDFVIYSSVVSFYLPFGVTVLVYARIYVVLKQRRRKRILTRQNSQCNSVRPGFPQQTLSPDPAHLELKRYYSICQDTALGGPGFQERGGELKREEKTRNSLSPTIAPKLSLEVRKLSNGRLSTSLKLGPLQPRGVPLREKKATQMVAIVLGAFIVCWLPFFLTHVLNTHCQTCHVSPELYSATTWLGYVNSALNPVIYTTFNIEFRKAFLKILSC
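Agonist mode: compounds and dopamine controls were applied to plated cells for 90 min at 37 degrees C after an overnight attachment at 1500 cells/well. Luminescent read-out followed 30 - 60 minutes at room temperature with DiscoveRx detection reagent.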
PTHR1 ag: qHTS for PTHR1 Agonists: Primary Screen | HEK293 GP2 PTHR1 cells, GloSensor cAMP luminescence, 1 h | 0.075% of 410,000 active | Potency, µM (highest dose often 115 µM), for the others: at the top dose activation, hits mostly activators | Parathyroid hormone/parathyroid hormone-related peptide receptor (Homo sapiens), Q03431; active = well fitted activation curve with a large enough effect; inconclusive = small, poorly fitted or top-dose-only effect, or another doubt; inactive = no such curve, though single readings can be large or run the other way; note: potency is the fitted concentration of half-maximal effect; nearly all actives have a fitted effect of over 55% in size; some results filed as inactive show a strong effect at the top dose; inactives centre near -15; many of its hits are not listed in these tables
Target sequence (Q03431 whole entry, looked up): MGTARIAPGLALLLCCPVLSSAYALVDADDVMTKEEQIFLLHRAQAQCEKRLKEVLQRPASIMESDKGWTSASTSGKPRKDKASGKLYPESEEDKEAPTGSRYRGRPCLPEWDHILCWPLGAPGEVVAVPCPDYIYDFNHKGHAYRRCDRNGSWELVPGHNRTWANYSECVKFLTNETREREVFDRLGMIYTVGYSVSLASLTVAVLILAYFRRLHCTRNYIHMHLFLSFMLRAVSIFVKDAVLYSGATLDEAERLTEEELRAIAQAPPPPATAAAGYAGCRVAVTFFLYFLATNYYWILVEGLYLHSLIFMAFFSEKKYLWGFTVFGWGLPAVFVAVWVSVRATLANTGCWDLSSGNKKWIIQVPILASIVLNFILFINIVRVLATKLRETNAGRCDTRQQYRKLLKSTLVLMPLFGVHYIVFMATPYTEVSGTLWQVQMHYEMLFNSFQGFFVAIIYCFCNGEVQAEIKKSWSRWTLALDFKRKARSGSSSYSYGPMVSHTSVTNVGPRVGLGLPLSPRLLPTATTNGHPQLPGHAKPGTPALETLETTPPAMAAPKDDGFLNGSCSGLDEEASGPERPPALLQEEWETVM
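HEK-293-derived GP2 cells expressing PTHR1 and a GloSensor cAMP reporter, 3,000/well, plated overnight, given luciferin plus IBMX (each 0.5 mM as added) for 1 h at 37 °C, then compound for 1 h at 37 °C. Luminescence was read after 15 min at room temperature.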
* hit, by the source's call; i = inactive; ? = inconclusive; [ ] = another dose, or the depositor's remark. This is a subset. The share of hits here may be higher or lower than overall.

SMILES	D3 ag	PTHR1 ag
Cc1ccc(NC(=O)Cn2nc3c(cc2=O)CCCC3)cc1Cl	-1.4	-1.3%
Cc1ccc(OCCCn2c(-c3ccc(Cl)cc3)nc3ccccc3c2=O)cc1C	-6.4	i
COc1ccc(-c2nnc(SCc3cc(=O)c4cc(C)cc(C)c4[nH]3)n2C)cc1	1.4	-93.5%[inhibitor]
COc1ccc(C(=O)Nc2ccc3oc(-c4ccc5ccccc5c4)nc3c2)cc1Br	5.3	-56.4%[inhibitor]
COc1cccc(-c2nn3c(=O)cc(CN4CCN(S(=O)(=O)c5ccc(C)cc5)CC4)nc3s2)c1	4.8	4.8%
Cc1ccc(C)c(Cn2c(=O)n(Cc3ccccc3)c(=O)c3c2c2cc(C)ccc2n3C)c1	6.2	-13.7%
COc1cccc(N2CC(NC(=O)/C=C\c3ccccc3)CC2=O)c1 (stereo unspecified)	7.6	i
Cc1ccc(-n2nc3c(N4CCC(C(=O)N5CCC(C)CC5)CC4)nnc(C)c3c2C)cc1	-4.9	i
Cc1nc2ccn(Cc3cccnc3)c(=O)c2cc1C(=O)N1CCN(c2ccccc2F)CC1	1.6	i
CCc1ccc(NC(=O)CC2C(=O)N(c3cccc(C)c3)C(=O)N2Cc2ccc(F)cc2)cc1 (stereo unspecified)	-7.3	i
CCc1ccc(NCc2cc3cc4c(cc3n(CC(=O)Nc3ccc(C)cc3)c2=O)OCO4)cc1	-4.1	-4.1%
COc1ccc(-n2nnnc2C2CCN(S(=O)(=O)c3cc(Cl)ccc3OC)CC2)cc1	5.7	-19.9%
Cc1nc2nc(NC(=O)c3ccc(F)cc3)[nH]n2c(=O)c1Cc1ccccc1	-3.5	-13.4%
CCC(CC)C(=O)Nc1cc(-c2cccc(C)c2)nn1-c1ccccc1	0.7	-31.7%[inhibitor]
CCC(C)NC(=O)Cn1c(=O)cc(-c2ccccc2)c2c(C)nn(C)c21 (stereo unspecified)	2.7	-31.5%
Fc1ccc(-c2cc(C(F)(F)F)nc(NCc3ccccc3)n2)cc1	-10.0	-7.0%
COc1ccc(CNC(=O)Cc2c(C(=O)O)c(C)cn2C)cc1	6.8	i
CCSc1nc2n(n1)C(c1ccc(CC)cc1)C(C(=O)Nc1ccccc1OC)=C(C)N2 (stereo unspecified)	-3.5	-14.6%
Cc1ccc(OCC(=O)Nc2ccc3nn(-c4ccc(C)cc4)nc3c2)cc1	-0.9	i
CCOc1ccc(NC(=O)CSc2nc3c(oc4ccccc43)c(=O)n2CCOC)cc1	0.6	-5.4%

Ordered by molecular weight (highest first): some entries from above
SMILES	D3 ag	PTHR1 ag
COc1ccc(C(=O)Nc2ccc3oc(-c4ccc5ccccc5c4)nc3c2)cc1Br	5.3	-56.4%[inhibitor]
CCc1ccc(NCc2cc3cc4c(cc3n(CC(=O)Nc3ccc(C)cc3)c2=O)OCO4)cc1	-4.1	-4.1%
COc1ccc(-n2nnnc2C2CCN(S(=O)(=O)c3cc(Cl)ccc3OC)CC2)cc1	5.7	-19.9%
CCc1ccc(NC(=O)CC2C(=O)N(c3cccc(C)c3)C(=O)N2Cc2ccc(F)cc2)cc1 (stereo unspecified)	-7.3	i
CCOc1ccc(NC(=O)CSc2nc3c(oc4ccccc43)c(=O)n2CCOC)cc1	0.6	-5.4%
Cc1ccc(-n2nc3c(N4CCC(C(=O)N5CCC(C)CC5)CC4)nnc(C)c3c2C)cc1	-4.9	i
COc1ccc(-c2nnc(SCc3cc(=O)c4cc(C)cc(C)c4[nH]3)n2C)cc1	1.4	-93.5%[inhibitor]
Cc1ccc(OCC(=O)Nc2ccc3nn(-c4ccc(C)cc4)nc3c2)cc1	-0.9	i
CCC(C)NC(=O)Cn1c(=O)cc(-c2ccccc2)c2c(C)nn(C)c21 (stereo unspecified)	2.7	-31.5%
COc1cccc(N2CC(NC(=O)/C=C\c3ccccc3)CC2=O)c1 (stereo unspecified)	7.6	i
Cc1ccc(NC(=O)Cn2nc3c(cc2=O)CCCC3)cc1Cl	-1.4	-1.3%
COc1ccc(CNC(=O)Cc2c(C(=O)O)c(C)cn2C)cc1	6.8	i

Next part:
SMILES	D3 ag	PTHR1 ag
CCN1CCN(CCCNC(=O)Cn2c(-c3cccs3)cc3cc(F)ccc32)CC1	-10.2	?
Cc1ccc(S(=O)(=O)N(CC(O)Cn2c3ccccc3c3ccccc32)c2cccc(C(N)=O)c2)cc1 (stereo unspecified)	-7.7	-15.2%
CCOc1ccc(C(=O)Nc2ccc3nc(Nc4cccc(C(F)(F)F)c4)cc(C)c3c2)cc1OCC	5.5	i
CC1CCCCN1CC(=O)N1CCCc2c1c(=O)oc1ccc(OCc3ccccc3)cc21 (stereo unspecified)	-16.2	-41.8%[inhibitor]
O=C(Cn1c(=O)oc2ccccc21)NCc1ccccc1Cl	0.7	i
COc1ccc(CC(=O)Nc2nc3c(s2)CC(C)CC3)cc1 (stereo unspecified)	-11.1	-10.2%
O=C(c1ccc(CS(=O)c2ccccc2Cl)o1)N1CCN(c2cccc(Cl)c2)CC1 (stereo unspecified)	-19.2	-12.9%
O=C(NCc1cccnc1)C1CCN(Cc2cc3ccccc3n2Cc2cccc(Cl)c2)CC1	-1.4	i
CCc1ccc(-c2cn3c(n2)sc2cc(C(=O)NCCCc4ccccc4)ccc23)cc1	11.1	i
CC(C)(C)c1ccc(Oc2ccc(NC(=O)CCC(=O)OCC(=O)c3ccccc3)cc2)cc1	10.5	-26.0%
CCC(C)NC(=O)CN1C(=O)c2cccnc2Oc2ccc(C)cc21 (stereo unspecified)	-29.6	4.5%
Cc1ccccc1CNC(=O)c1cnc2sc(N3CCOCC3)nn2c1=O	4.1	-23.5%
O=C(c1ccc2c(c1)CCN2S(=O)(=O)c1ccc(Cl)cc1)N1CCN(c2ccc(F)cc2)CC1	5.5	-21.5%
COC(=O)CN1C(=O)C(O)(c2c(C)[nH]c3ccccc23)c2ccccc21 (stereo unspecified)	-9.2	15.6%
CCCS(=O)(=O)Nc1cc(-c2cn3ccc(C)cc3n2)ccc1C	8.0	i
CCn1ccc2cc(S(=O)(=O)N3CCC(C(=O)NCc4cccc(Cl)c4)CC3)ccc21	-1.4	-96.5%[inhibitor]
COc1cccc(C(=O)NC(=NCCc2c[nH]c3ccc(OC)cc23)Nc2nc(C)cc(C)n2)c1	5.2	-16.5%
COc1ccc(NC(=O)CN(c2ccc(C)cc2)S(=O)(=O)c2cccs2)cc1	1.3	-24.7%
COC(=O)c1sc2c(c1C)c(=O)n(-c1ccccc1)c(=O)n2CC(=O)Nc1cccc(C)c1	7.8	i
COC(=O)c1ccc(NC(=O)CC2C(=O)N(c3ccccc3)C(=O)N2Cc2ccc(F)cc2)cc1 (stereo unspecified)	2.2	i
CCOC(=O)c1cnc2c(ccc3ccccc32)c1Nc1cccc(OC)c1	-6.4	i
COc1ccc(NC(=O)CSc2nc3cc(OC)c(OC)cc3c3nc(-c4ccccc4)nn23)cc1Cl	-12.0	-24.2%
Cc1ccnc(NC(=O)c2c(C)oc3ncn(CC(C)C)c(=O)c23)c1	0.8	-13.3%
COc1ccc(CCNC(=O)C(=O)Nc2ccc(C)cc2)cc1OC	-11.3	-19.0%
CC1CCN(S(=O)(=O)c2cc(C(=O)N3CCN(c4cccc(Cl)c4)CC3)n(C)c2)CC1	-5.6	-25.3%
CC1CCc2c(sc(NC(=O)CCCOc3ccc(C(C)(C)C)cc3)c2C(N)=O)C1 (stereo unspecified)	-12.0	i
COc1cccc(-c2nn(C)c3sc(C(=O)NCCc4cccc(C)c4)cc23)c1	-8.0	-4.7%
CN(C)c1ccc(C2CC(c3c(O)n(C4CCCCC4)c(=O)[nH]c3=O)=Nc3ccccc3S2)cc1 (stereo unspecified)	1.6	-18.6%
Cc1ccc(-c2nonc2NC(=O)c2ccco2)cc1C	4.8	-1.8%
Cc1c(Cl)cccc1-n1ncc(C(=O)Nc2ccc(F)cc2F)c1C1CCN(C(=O)OC(C)(C)C)CC1	3.8	i
COc1cc(NC(=O)CN2C(=O)CCc3cc(Br)ccc32)cc(OC)c1OC	1.4	-1.1%
CCSc1ccc(C(=O)Nc2ccc(-c3nc4ccc(C)cc4s3)cc2)cc1	-6.7	?
CCN(c1ccccc1)S(=O)(=O)c1ccc(NC(=O)c2cc(=O)c3cc(C)cc(C)c3o2)cc1	4.4	i
Cc1cc(C)c(S(=O)(=O)NCc2ccc3c(c2)CCN3C(=O)c2ccccc2)c(C)c1	-3.2	-11.2%
Cc1ccccc1NS(=O)(=O)c1ccc2[nH]cc(C(=O)N3CCCC3)c(=O)c2c1	-16.9	13.4%
COC(=O)c1cc2oc(C)cc2n1Cc1ccc(Br)cc1F	-11.0	i
Cc1ccc(NC(=O)C2CCC(CNS(=O)(=O)c3ccc4c(c3)CCCC(=O)N4)CC2)c(C)c1 (stereo unspecified)	6.4	-24.4%
COc1ccc(OC)c2sc(N3CCN(C(=O)c4ccc5c(c4)CCCC5)CC3)nc12	1.1	i
Cc1ccc(NC(=O)c2c(C)oc3ccc(O)c(CN4CCCC4)c23)c(C)c1	0.4	-1.7%
COc1cccc(C(=O)N2CCCCC2CCN2CCCCC2)c1 (stereo unspecified)	-23.1	?
Cc1ccc(CNC(=O)CC(C)CC2=NS(=O)(=O)c3ccccc3N2)cc1 (stereo unspecified)	-3.8	i
Cc1cc2nn(-c3ccc(F)cc3)nc2cc1NC(=O)c1cccc2c(Cl)cccc12	0.8	-20.1%
CCOC(=O)c1ccc(-n2c(CCC(=O)O)ccc2-c2ccc(Br)cc2)cc1	4.2	-58.3%[inhibitor]
COc1cc(CN2CCN(S(=O)(=O)c3ccccc3)CC2)cc(OC)c1O	0.0	i
CCN1CCN(c2csc3ccc(Cl)cc3c2=O)CC1	3.2	-16.5%
CCCCn1nc(NC(=O)c2cccc(Cl)c2)c2cc3ccc(C)cc3nc21	5.2	-17.1%
COc1cccc(CNC(=O)c2cc(Sc3cccc(Cl)c3)nc3ccccc23)c1	4.2	-1.9%
COc1cccc(C(=O)NCC(=O)OCc2cc(=O)n3nc(C)sc3n2)c1	-13.7	?
CCCCCC(=O)N(c1ccc(OCC)cc1)S(=O)(=O)c1ccc2c(c1)n(C)c(=O)n2C	-3.4	i
Cc1cccc(C(=O)NNc2ncnc3c2cnn3-c2ccc(C)c(Cl)c2)c1	-9.7	i
Cc1ccc(CNC(=O)CCn2cnc3ccccc3c2=O)cc1	0.8	-14.5%
COc1ccc(CNC(=O)c2cc3c(-c4ccccc4F)nn(C)c3s2)cc1	6.5	-3.8%
CC(C)NC(=O)CN1C(=O)COc2ccc(S(=O)(=O)N3CCCCCC3)cc21	5.3	-12.5%
COc1ccc(-c2cc(C(F)(F)F)nc(SCC(=O)NCCc3ccccc3)n2)cc1	-13.5	10.9%
COc1ccccc1NC(=O)CSc1nnc(NC(=O)Nc2ccc(C)cc2)s1	1.2	-90.4%[inhibitor]
CCOc1ccc(CNC(=O)CCn2c(=O)c3cccn3c3ccc(F)cc32)cc1	-11.2	i
COc1cccc(C(=O)N(Cc2cccnc2)c2nc3c(OC)ccc(C)c3s2)c1OC	15.5	-18.7%
O=C(COc1ccc(Cl)cc1)NCC(c1ccco1)S(=O)(=O)c1ccc(F)cc1 (stereo unspecified)	3.5	-45.1%[inhibitor]
CCCOc1ccc(C(=O)N(Cc2cccs2)c2ccc(C)cc2)cc1	-8.2	-3.3%
CCC(=O)N1CCCc2cc(S(=O)(=O)N3CCC(C(=O)Nc4ccccc4CC)CC3)ccc21	-10.3	-73.3%[inhibitor]

The list goes on.
SMILES	D3 ag	PTHR1 ag
CC(C)(C)c1ccc(C(=O)NCC(c2ccco2)S(=O)(=O)c2ccccc2)cc1 (stereo unspecified)	16.6	-33.4%[inhibitor]
Cc1ccccc1-n1c(SCC(=O)c2ccccc2)nnc1-c1ccc(F)cc1	-2.7	i
Cc1ccc(C(=O)Nc2nnc(S(=O)(=O)N(C)Cc3ccc(F)cc3)s2)cc1	6.5	-5.9%
Cc1ccc(NC(=O)Cn2cc(S(=O)(=O)c3ccccc3)c(=O)c3cc4c(cc32)OCO4)cc1	0.7	27.0%
CCc1ccccc1NC(=O)CN1C(=O)c2cccnc2Oc2ccc(Cl)cc21	-9.4	?
CC(=O)Nc1ccccc1-c1nc2ccccc2n(CC(=O)Nc2cccc(C)c2C)c1=O	2.9	?
CCOc1ccc(CNC(=O)CN2C(=O)CSc3c2c(C)nn3-c2ccccc2)cc1	-0.7	i
CCCCOc1ccc(CNC(=O)C2COc3ccc(OC)cc3C2)cc1 (stereo unspecified)	0.8	-17.6%
COc1cc2[nH]c(=O)n(CCCC(=O)NCc3ccccc3)c(=O)c2cc1OC	-1.6	7.5%
CCOC(=O)C(C)Sc1nnc2cc(C)c3ccccc3n12 (stereo unspecified)	6.7	i
Clc1ccccc1CSc1nc(NCCc2ccccc2)c2ccccc2n1	2.8	i
Cc1ccc(C2=NN(CC(=O)NCCc3ccccc3)C(=O)CC2)cc1	-21.4	i
O=C(c1ccc2c(c1)N(Cc1cccc(Cl)c1)C(=O)c1ccccc1S2(=O)=O)N1CCCCC1	-10.0	-6.5%
COc1ccc(-c2noc(-c3ccc(NC4CCCC4)c([N+](=O)[O-])c3)n2)cc1OC	8.9	i
CCCc1nnc(NC(=O)CSc2nnc3c4ccccc4n(CC)c3n2)s1	-6.2	-15.9%
Cc1ccc(-c2cn3c(n2)sc2cc(C(=O)NCc4cccs4)ccc23)cc1	5.7	1.7%
CCn1ccc2cc(S(=O)(=O)N3CCC(C(=O)NCCOC)CC3)ccc21	-0.4	28.4%
